Screening data: PubChem, National Center for Advancing Translational Sciences (NCATS)
KCNH2 3.1 inh = qHTS for Inhibitors of KCHN2 3.1: Mutant qHTS; activity change, % (tested at about 1.8 µM); Potassium voltage-gated channel subfamily H member 2, brain isoform KCNH2 3.1 (human); U2OS KCNH2 3.1, thallium flux FluxOr; stronger effect = lower value; 340,000 tested, 0.95% active;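 active = maximum activity change below -70%; inconclusive = maximum activity change from -70% to -50%; inactive = maximum activity change above -50%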;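 note: thallium influx rate constant from kinetic fluorescence after stimulation buffer; % is set by controls: 0 for no effect and ±100 for the full control effect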
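U2OS cells transduced with KCNH2 3.1 mutant virus (1.77 x 10^8 /mL, 4 h), plated overnight at 37 C, loaded 45 min with FluxOr dye plus Red40 quencher. Thallium flux rate constant from kinetic reads after stimulation buffer, normalised to controls.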
TSHR antagonist = Antagonists of the Thyroid Stimulating Hormone Receptor: HTS campaign. 330,000 tested, 0.2% active. TSHR-expressing cells, TSH-stimulated cAMP HTRF, 2 h; stronger effect = lower value. AID 504810, 2011. activity change, negative = inhibition, % at 11.5 µM;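 active = activity change below a set negative limit, meaning inhibition stronger than a set level, cut at about -70% in these data; inconclusive = activity change between two set negative limits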; note: % is set by controls: 0 for no effect and ±100 for the full control effect
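Competitive HTRF cAMP read-out (cryptate anti-cAMP antibody, cAMP-d2; 30 min, room temperature) in freshly harvested TSHR cells. Compounds added before TSH at EC80 (4nM final), followed by 2 hours' incubation at 37 deg C.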
Mito fusion yeast = qHTS Assay for Small Molecule Inhibitors of Mitochondrial Division or Activators of Mitochondrial Fusion. Potency, µM (highest dose often 46.1 µM), for the others: at the top dose growth rescue (activation), most hits filed as activators. S. cerevisiae fusion-defective mutant growth rescue, CellTiterGlo 48 h. AID 485298, 2010. 320,000 tested, 0.23% active;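 note: potency is the fitted concentration of half-maximal effect; % of control where 0% means no effect; nearly all actives have a fitted effect of over 45% in size; temperature-sensitive fusion mutants such as fzo1-1 at 37 °C on non-fermentable ethanol glycerol medium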
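Yeast fusion mutant, YPEG (non-fermentable carbon), compound, 48 h at 37C non-permissive; CellTiterGlo added, 10 min RT, luminescence read. Rescued growth = division inhibition.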
ELG1 DNA repair = qHTS screen for small molecules that inhibit ELG1-dependent DNA repair in human embryonic kidney (HEK293T) cells expressing luciferase-tagged ELG1; HEK293T ELG1-luciferase reporter, luminescence, 16 h; DNA damage induced by 5-fluorouridine; Potency, µM (series often up to 46.1 µM), for the others: at the top dose activity change, negative = inhibition, hits mostly inhibitors; 330,000 tested, 2.3% active; AID 504467, 2011; note: potency is the fitted concentration of half-maximal effect; % is set by controls: 0 for no effect and ±100 for the full control effect; nearly all actives have a fitted effect of over 55% in size
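Luminescence from the luciferase reporter, measured 30 min after ONE-Glo reagent at room temperature, was the read-out. Beforehand, 2,000 cells per well were exposed for 16 hr at 37 °C to 5-fluorouridine together with compound or vehicle.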
A-T KAP1 phos = qHTS Assay for Identifying a Potential Treatment of Ataxia-Telangiectasia. […] A-T fibroblasts, KAP-1 phosphorylation AlphaLISA; neocarzinostatin DNA damage 30 min before lysis. Potency, µM (series often up to 57.5 µM), for inactives: top-dose activation, most hits filed as activators. 320,000 tested, 0.19% active. AID 485349, 2010; note: potency is the fitted concentration of half-maximal effect; % of control where 0% means no effect; nearly all actives have a fitted effect of over 45% in size
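ATM-like activity read as KAP-1 phosphorylation via AlphaLISA donor/acceptor antibody pairs after lysis and 6 hr at 25C. Cells were ATM-null patient fibroblasts ([…], hTERT), dosed 60 min, then exposed to the DSB inducer NCS for 30 min.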
TRPV1 ag = HTS Assay for Compounds that Act as Agonists of the Vanilloid Receptor 1; activation, % at 8.33 µM; Transient receptor potential cation channel subfamily V member 1 (Homo sapiens), Q8NER1; AID 540275, 2011; 320,000 tested, 0.19% active; TRPV1-expressing cells, Fluo-8 calcium influx, agonist mode; in the data active = activation above about 80%; inconclusive = between about 30% and that limit; note: 0% is about no effect
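Fluo-8 calcium influx in TRPV1-expressing cells, kinetic read (ex 480/em 520 nm). Compound added and read 3 min for agonist activity, followed by capsaicin at EC20 final and 2 min further read for enhancement.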
KCNH2 WT inh = qHTS for Inhibitors of KCHN2 3.1: Wildtype qHTS | 340,000 tested, 0.37% active | U2OS, BacMam KCNH2, thallium flux FluxOr; stronger effect = lower value | Voltage-gated inwardly rectifying potassium channel KCNH2 (Homo sapiens), Q12809 | activity change, % at 1.84 µM;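 active = maximum activity change below -70%; inconclusive = maximum activity change between -70% and -50%; inactive = maximum activity change above -50%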; note: % is set by controls: 0 for no effect and ±100 for the full control effect
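U2OS cells were transduced with wild-type KCNH2 virus (2.03 x 10^8 / mL) for 4 h at room temperature, then cultured overnight at 37 C. Thallium flux was read with FluxOr dye. Rate constants were normalized to DMSO controls.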
USP2a block = qHTS Assay for Inhibitors of Ubiquitin-specific Protease USP2a Using CHOP2 as the Reporter | USP2 core, Ub-CHOP2 coupled fluorogenic reporter, 485/531 | Potency, µM (top dose mostly 38.3 µM), without a hit: at the highest dose activity change, negative = inhibition, usual class: inhibitors | 330,000 tested, 0.01% active;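 note: potency is the fitted concentration of half-maximal effect; plate controls were DMSO wells for no effect and full inhibition by NEM control for full effect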
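USP2 core (10nM final) preincubated 30min RT with compound in 20mM Tris-HCl pH 8.0, 2mM CaCl2, 2mM beta-mercaptoethanol, 0.05% CHAPS; 25nM Ub-CHOP2 plus 25nM reporter substrate added, fluorescence (Ex485/Em531) read after 60min.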
TCR act = Activators of T cell receptors: qHTS campaign; 330,000 tested, under 10 active; primary human leukocytes, anti-CD3, IL-2 HTRF, 48 h; AID 504894, 2011; Potency, µM (series often up to 9.22 µM), for the others: at the highest dose activation of IL-2 secretion, most hits filed as activators; note: % of control where 0% means no effect
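IL-2 produced over 48 hr by a-CD3 bead-stimulated primary human leukocytes exposed to compounds was detected with a homogeneous time-resolved FRET immunoassay, 665nm acceptor signal after 320nm excitation.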
Eya2 inh = qHTS Assay for Inhibitors of the Phosphatase Activity of Eya2 | AID 488837, 2010 | Protein phosphatase EYA2 (Homo sapiens), O00167 | 330,000 tested, 0.006% active | Potency, µM (highest dose often 76.9 µM), for inactives: at the highest dose activity, negative = inhibition, hits mostly inhibitors | recombinant Eya2, OMFP fluorescence dephosphorylation (OMFP is methylfluorescein phosphate); note: potency is the fitted concentration of half-maximal effect; % is set by controls: 0 for no effect and ±100 for the full control effect
Target sequence (O00167 whole entry, looked up): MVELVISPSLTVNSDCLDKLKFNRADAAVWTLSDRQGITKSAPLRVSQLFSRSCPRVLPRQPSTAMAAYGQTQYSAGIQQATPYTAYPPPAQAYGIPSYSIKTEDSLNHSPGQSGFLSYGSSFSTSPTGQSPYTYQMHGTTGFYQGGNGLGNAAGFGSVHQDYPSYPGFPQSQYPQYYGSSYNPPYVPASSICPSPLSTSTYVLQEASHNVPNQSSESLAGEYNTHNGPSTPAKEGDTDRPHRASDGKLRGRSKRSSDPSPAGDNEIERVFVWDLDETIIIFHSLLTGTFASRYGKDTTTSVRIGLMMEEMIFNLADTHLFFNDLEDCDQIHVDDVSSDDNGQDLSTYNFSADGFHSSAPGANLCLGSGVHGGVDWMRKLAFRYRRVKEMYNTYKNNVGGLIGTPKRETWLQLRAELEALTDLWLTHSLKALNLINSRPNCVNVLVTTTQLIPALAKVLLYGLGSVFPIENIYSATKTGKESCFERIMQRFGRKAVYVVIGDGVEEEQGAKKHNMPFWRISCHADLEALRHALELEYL
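Eya2 protein (added as 0.2 uM solution) was preincubated with compound for 10 min at ambient temperature in 50 mM HEPES pH 7.5, 50 mM NaCl, 5 uM MgCl2, 0.05% BSA, 1 mM DTT. OMFP (added at 50 uM) then reacted 10 min; fluorescence read at 485/525 nm.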
Numbers without * were called inactive; ? = inconclusive; . = not tested or not shown; [ ] = another dose, or the depositor's remark. Unless noted, calls come from the whole dose curve; as a rule, active = well fitted curve in the direction sought with a large enough effect; inconclusive = small, poorly fitted or top-dose-only effect, or another doubt; inactive = no such curve, though single readings can be large; an effect the other way counts as inactive or inconclusive. The list is partial; rates above refer to the full screens.

SMILES | KCNH2 3.1 inh | TSHR antagonist | Mito fusion yeast | ELG1 DNA repair | A-T KAP1 phos | TRPV1 ag | KCNH2 WT inh | USP2a block | TCR act | Eya2 inh
CCC(CC)C(=O)Nc1c2c(nn1-c1ccc(OC)cc1)CS(=O)C2 (stereo not drawn) | 10 | 6 | -4% | 2% | -1% | 0 | 6 | 7% | -3% | 9%
Cc1ncc([N+](=O)[O-])n1CCOC(=O)c1ccc(Br)cc1 | 2 | 6 | 7% | 0% | 3% | 4 | 20 | 3% | 5% | 2%
O=C(COc1ccc(Br)cc1CNC1CCCC1)Nc1ccccc1 | -41 | 8 | -3% | -8% | -4% | 4 | 9 | 0% | 2% | -6%
COCCN(C(=O)COC(=O)/C(=C/c1ccccc1)NC(C)=O)c1c(N)n(Cc2ccccc2)c(=O)[nH]c1=O | -15 | 3 | 0% | ? | 1% | -1 | -20 | 3% | -1% | 5%
CCOC(=O)c1cc(NC(=O)CC(C)(C)CC(=O)O)ccc1N1CCCCC1 | -7 | -9 | 6% | -1% | 1% | 2 | -3 | -1% | -2% | 8%
COc1ccc(S(=O)(=O)N2CCCc3ccccc32)cc1[N+](=O)[O-] | -10 | 3 | 4% | ? | -2% | 6 | 13 | -2% | -2% | -11%
Cc1cc(=O)[nH]c(SCC(=O)N2CCc3ccccc3C2)n1 | -19 | 4 | 0% | 2% | -2% | -2 | 8 | 1% | -3% | 17%
Nc1cc(C(=O)OCC(=O)N2CCCC2)ccc1Cl | 20 | 32 | 2% | ? | -15% | -4 | -3 | 2% | -4% | 8%
N#CCCn1cc(C(CC(=O)c2ccccc2)C(=O)O)c2ccccc21 (stereo not drawn) | -11 | -14 | -4% | 22% | 9% | -8 | 2 | 0% | -7% | 3%
CCC(=O)N1CC2(CC(c3cccc([N+](=O)[O-])c3)=NO2)C[C@H]1C(=O)NCC(N)=O (stereo partly drawn) | . | 9 | -1% | ? | 3% | -2 | . | 2% | -3% | 6%
Cc1ccc(C)c(OCCCC(=O)NC2CCCCC2)c1 | 1 | -13 | -4% | -8% | 0% | ? | 12 | 0% | 10% | -15%
CC(=O)N=c1sccn1CC(=O)c1ccc([N+](=O)[O-])cc1 | -3 | -13 | -4% | 3% | 0% | -2 | 1 | 0% | 2% | 5%
C=CCOc1ccc(/C=C2\SC(=S)N(NS(=O)(=O)c3ccccc3)C2=O)cc1 | 2 | -5 | 5% | 16% | -20% | -1 | 0 | -1% | 0% | -13%
CCCOc1ccc(C(=O)NCC(c2cccs2)N(C)C)cc1 (stereo not drawn) | 19 | 7 | -5% | 18% | -11% | 1 | 19 | 0% | -2% | -8%
C=CCNc1nc2c(c(=O)[nH]c(=O)n2C)n1CCCc1ccccc1 | 31 | -8 | 2% | 13% | 3% | 2 | -7 | 1% | 1% | -5%
O=C(c1ccccc1)c1ccc(N2CCNCC2)cc1 | . | 4 | -12% | ? | -5% | -3 | . | -1% | . | -3%
Cc1ccc(C(=O)Nc2onc(C)c2C#N)cc1 | 2 | -1 | 9% | 18% | 0% | 1 | -4 | 1% | 0% | -36%
COC(=O)[C@@H](c1ccccc1)N(C)S(=O)(=O)c1cccc(S(=O)(=O)N(C)[C@@H](C(=O)OC)c2ccccc2)c1 | -21 | -6 | 2% | -24% | 4% | -3 | -7 | -4% | -1% | -4%
COc1cc(C(=O)NCC(C)(C)CNC(=O)c2cc(OC)c(OC)c(OC)c2)cc(OC)c1OC | -12 | 1 | 0% | ? | -11% | 0 | -1 | 3% | -3% | -3%
COc1ccc(NC(=O)CSc2nnc(Cn3c(=O)sc4ccccc43)n2C)c(OC)c1 | 1 | 1 | -4% | -5% | 2% | -1 | -2 | -5% | 1%[46.1 µM] | -15%
COc1ccc(N2CCN(c3oc(COc4ccccc4Cl)nc3C#N)CC2)cc1 | -8 | . | 4% | . | . | 1 | 10 | . | 3% | .
CCOC(=O)C1CCCN(CCC(=O)Nc2ccc(C)c(C)c2)C1 (stereo not drawn) | -3 | 5 | -4% | 5% | 6% | 9 | 13 | -1% | -7% | -10%
CCCCC(=O)Nc1ccc2c(c1)oc1ccccc12 | -4 | -16 | 14% | ? | . | 12 | -27 | -1% | 1%[46.1 µM] | -1%
O=C(NCc1ccccc1)C1=C[C@@H](C2CCCCC2)C[C@@H](OCc2ccc(CO)cc2)O1 | ? | -5 | 1% | ? | 23% | 29 | -14 | -6% | -1% | 2%
COc1ccc(-c2noc(CNC(=O)Nc3ccc(F)cc3)n2)cc1 | 17 | -4 | -5% | 2% | -2% | 27 | -7 | 2% | -3% | -12%
Cc1ccc(NC(=O)CCC(=O)N/N=C/c2cc([N+](=O)[O-])ccc2O)cc1 | -1 | 0 | 5% | ? | 1% | 6 | -8 | 3% | 0%[46.1 µM] | 1%
COc1cccc(C2N(c3ccccn3)C(=O)C3CCCN32)c1OC (stereo not drawn) | -12 | 5 | 0% | 3% | 0% | -3 | 1 | 2% | . | 19%
Cc1nc2ncnn2c(C)c1C/C=C/c1ccccc1 | 10 | 13 | -5% | -8% | 0% | 2 | -8 | 0% | -1% | -4%
CCN1C(=O)C2(C(C#N)=C(N)Oc3n[nH]c(COC)c32)c2ccccc21 (stereo not drawn) | -4 | 3 | 0% | 2% | 2% | 5 | 1 | -1% | 1% | -1%
CC(C)(C)c1ccc(C(=O)c2c[nH]c(C(=O)NCc3ccco3)c2)cc1 | -4 | 7 | -2% | ? | -5% | -1 | 0 | 2% | -4% | 1%
CCc1cccc(C)c1NC(=O)COn1nnc2ccc(C(F)(F)F)cc21 | -10 | 10 | 9% | -9% | -6% | 5 | 3 | 7% | -1%[46.1 µM] | -5%
Cc1cc(C)c2c(N)c(C(=O)NN3CC(=O)N(c4ccccc4F)CC3=O)sc2n1 | 0 | -7 | -4% | -2% | -5% | 1 | -5 | 1% | -5% | 6%
CN(Cc1ccccc1)C(=O)CNC(=O)C12CC3CC(CC(C3)C1)C2 | -39 | -3 | 6% | 7% | -2% | 7 | -6 | -2% | 1% | -4%
O=C(O)COc1ccccc1/C=C1\C(=O)Nc2ccc(Br)cc21 | -7 | -6 | -1% | -8% | -5% | -1 | -19 | 6% | -1% | 2%
Cc1ccc(NC2CCCN(C(=O)c3cccc(-c4ncc[nH]4)c3)C2)cc1C (stereo not drawn) | 10 | 12 | -2% | 8% | -6% | -1 | 0 | 1% | 12% | 1%
CSc1nc2ccc(S(=O)(=O)N3CCOCC3)cc2s1 | -11 | 1 | 2% | 3% | -11% | -3 | 4 | 0% | 6% | 13%
COc1ccc(-c2nc(NC(=O)c3cc(C(C)(C)C)nn3C)sc2C)cc1 | 7 | ? | 15% | 8.2µM* | -16% | -1 | -15 | -2% | 5% | 16%[15.4 µM]
CN(C(=O)COc1ccc(C(C)(C)C)cc1)C1CCS(=O)(=O)C1 (stereo not drawn) | -6 | 7 | 0% | 1% | -2% | 3 | -1 | 0% | -3% | 13%
O=C(Nc1nnc(-c2ccccc2Cl)o1)c1ccc(S(=O)(=O)N2CCCCCC2)cc1 | 7 | -18 | -1% | 1µM* | -5% | 4 | 32 | -1% | 1% | 10%
CCOC(=O)c1nnc(-c2ccccc2)nc1Sc1c(Cl)cccc1Cl | -1 | -11 | 9% | 3% | . | 8 | -5 | 1% | 6% | 7%
O=C(Nc1cccc(Br)c1)c1cc(S(=O)(=O)N2CCOCC2)cs1 | . | -6 | -2% | 16µM* | 13% | ? | 9 | -5% | -1% | -15%
O=C(Cn1c(=O)oc2cc(S(=O)(=O)N3CCCCC3)ccc21)N1CCc2ccccc2C1 | -7 | 1 | -1% | -7% | 13% | 2 | -12 | -1% | -9% | 1%
Cc1nc(N2CCCCC2)sc1C(=O)c1ccc(SCCO)c([N+](=O)[O-])c1 | -13 | -17 | 0% | 18µM* | -6% | 11 | 6 | -8% | -4% | -9%
